# FBW7 activator – activators of human E3 ligase FBW7. actives 0.13% (n = 650,000). normalized activity (activation), % at 26.1 µM. AlphaScreen FBW7–phospho-cyclin E peptide binding, activator screen. Q969H0; in the data active = normalized activity above about 1.9%;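 also: purified mutant Fbw7 with reduced substrate affinity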
# Target sequence (Q969H0 whole entry, looked up): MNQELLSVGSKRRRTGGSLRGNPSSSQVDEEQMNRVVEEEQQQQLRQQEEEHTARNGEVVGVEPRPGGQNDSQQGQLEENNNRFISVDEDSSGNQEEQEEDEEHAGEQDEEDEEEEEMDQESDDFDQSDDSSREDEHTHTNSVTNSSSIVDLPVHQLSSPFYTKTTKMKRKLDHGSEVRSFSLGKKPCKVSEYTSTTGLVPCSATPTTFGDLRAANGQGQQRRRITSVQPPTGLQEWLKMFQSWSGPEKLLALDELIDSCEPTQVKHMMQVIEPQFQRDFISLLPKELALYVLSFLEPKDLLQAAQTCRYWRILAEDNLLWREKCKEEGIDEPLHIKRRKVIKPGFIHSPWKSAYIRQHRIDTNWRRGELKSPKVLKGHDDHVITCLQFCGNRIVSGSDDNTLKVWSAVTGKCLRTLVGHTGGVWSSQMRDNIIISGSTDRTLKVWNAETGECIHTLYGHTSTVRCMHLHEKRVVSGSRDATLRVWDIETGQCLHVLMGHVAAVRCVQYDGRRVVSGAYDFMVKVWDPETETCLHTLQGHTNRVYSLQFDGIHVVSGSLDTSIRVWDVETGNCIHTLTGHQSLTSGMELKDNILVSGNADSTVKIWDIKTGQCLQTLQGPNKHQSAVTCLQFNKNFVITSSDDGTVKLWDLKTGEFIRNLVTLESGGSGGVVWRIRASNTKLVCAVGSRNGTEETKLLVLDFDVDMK
# MITF inh – inhibitors of human MITF | inhibition, % at 2.6 µM | O75030 | actives 0.91% (n = 650,000) | AID 1259374 | AlphaScreen MITF homodimerization, bead proximity signal; in the data active = inhibition above about 50%;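 also: 0% = vehicle wells with protein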
# TEAD-YAP inh – TEAD-YAP interaction inhibition. HEK-TIYL cells, TEAD-Gal4/YAP UAS-luciferase luminescence. inhibition, % at 9.12 µM. actives 1.4% (n = 640,000); in the data active = inhibition above about 32%;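 also: 0% = median of test compound wells and 100% = reference inhibitor wells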
# GPR151 ag – human GPR151 activation | actives 1% (n = 650,000) | activation, % at 11.2 µM | PathHunter beta-arrestin GPR151 cells, luminescence | Q8TDV0; in the data active = activation above about 4.9%;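 also: 0% = median of compound wells and 100% = cells with positive control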
# Target sequence (Q8TDV0 whole entry, looked up): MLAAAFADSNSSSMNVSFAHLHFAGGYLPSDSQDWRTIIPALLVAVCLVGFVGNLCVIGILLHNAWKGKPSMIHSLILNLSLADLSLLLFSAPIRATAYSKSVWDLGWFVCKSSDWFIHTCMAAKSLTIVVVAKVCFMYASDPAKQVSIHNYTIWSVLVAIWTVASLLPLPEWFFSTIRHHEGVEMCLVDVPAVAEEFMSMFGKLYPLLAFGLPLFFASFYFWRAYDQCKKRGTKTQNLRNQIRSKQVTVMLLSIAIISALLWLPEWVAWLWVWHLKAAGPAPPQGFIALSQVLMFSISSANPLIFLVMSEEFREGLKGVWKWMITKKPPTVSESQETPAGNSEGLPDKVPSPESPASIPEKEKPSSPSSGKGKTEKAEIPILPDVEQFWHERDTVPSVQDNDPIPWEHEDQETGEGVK
# Active calls of the source: *; & = joins results of further samples.
SMILES,FBW7 activator,MITF inh,TEAD-YAP inh,GPR151 ag
COc1cccc(C2C(C#N)=C(N)Oc3c2c(C)nn3-c2ccccc2)c1 (stereo not given),-0.4,1,-4,0.0
COc1ccc(N=c2scc(-c3ccc(C)cc3)n2N2CCN(C)CC2)cc1,0.6,24,-4,0.7
O=C1CC(Nc2ccc(N3CCOCC3)cc2)C(=O)N1c1ccccc1Cl (stereo not given),0.1,15,4,0.1
COc1ccc(N2C(=O)c3ccc(C)cc3C2=O)c(OC)c1,-0.1,-5,9,0.8
O=C(O)C1CC=CCC1C(=O)Nc1cc([N+](=O)[O-])ccc1Cl (stereo not given),-0.2,3,16,-0.4
COc1cc(=O)n2c(c1C(=O)NCCCn1cccn1)CCN(CCc1ccccc1)CC2,0.3,8,11,0.8
CC1CCCN(c2ncnc(N)c2[N+](=O)[O-])C1 (stereo not given),0.0,13,62*,0.2
Cc1ccc(C(=O)NCCCc2ccccc2)o1,0.1,5,-53,-0.1
FC(F)Oc1ccccc1CN1CCc2nc3ccncc3cc2C1,0.1,-4,-5,2.3
CC(=O)N(CCC(Cc1ccccc1)c1ccc2c(c1)OCO2)Cc1ccccc1F (stereo not given),0.0,13,2,-1.2
CCn1c(SCC(=O)Nc2nc(C)c(C)s2)nnc1C(C)C,-0.1,6,-2,-0.1
Oc1cccc(-c2cnc3ccc(NCCCN4CCOCC4)nn23)c1,0.4,21,-21,0.0
Cn1c(=NC(=O)c2ccccc2S(C)(=O)=O)sc2cc(F)ccc21,0.0,2,-2,0.7
CC(=O)Nc1ccc(C(=O)CN2C(=O)CSC2=O)cc1,-0.1,-2,-2,-0.2
Cc1ccccc1OCCn1c(CO)nc2ccccc21,-0.2,-7,-21,0.2
Cc1nn(C)c(C)c1C(C)N(C)Cc1ccc(C(=O)NCC2(O)CCCCC2)c(=O)[nH]1 (stereo not given),0.1,-20,-1,-0.7
CC(C)N(CCNc1nc(Nc2ccc(N3CCOCC3)cc2)nc2c1ncn2CCN1CCCC1=O)C(C)C,-0.2,1,0,1.3
COc1ccc(S(=O)(=O)N(CC(=O)Nc2cccnc2)c2ccc(C)cc2)cc1,0.1,-8,-6,1.4
O=S(=O)(c1ccc(F)cc1)N1CCN(c2ncnc3c2cnn3-c2ccccc2)CC1,-0.2,7,0,1.3
CN1C(=O)C(C)(C)c2cc(S(=O)(=O)N3CCCC3)ccc21,0.0,12,9,-0.8
C=C(Cl)CSc1nnc(CCNC(C)=O)n1-c1ccc(OC)cc1,-0.1,2,16,0.3
CCc1nn(CC(=O)N2CCCC(C)C2)c(=O)c2cc3oc(C)cc3n12 (stereo not given),0.0,6,-2,-0.6
Cc1ccc(NC(=O)NC2CCCN2S(=O)(=O)c2ccc(Cl)cc2)cc1 (stereo not given),0.0,-13,8,-1.7
NC(=O)c1c(NC(=O)c2ccc(N3CCOCC3)c([N+](=O)[O-])c2)sc2c1CCCCC2,0.1,13,-4,-0.9
Cc1ccc(NC(=O)CSCC(=O)Nc2ccccc2C)cc1,0.0,8,3,0.2
O=C(O)CCc1ccc(-c2cnn3c(NCc4ccco4)ccnc23)cc1,1.1,19,33*,-4.0
O=C(Nc1ccc(OC(F)(F)F)cc1)c1cc2nc(-c3ccc(Br)cc3)cc(C(F)(F)F)n2n1,0.0,3,-4,0.5
COC(=O)c1ccc(C2Oc3ccc(Cl)cc3C3CC(c4ccco4)=NN32)cc1 (stereo not given),-0.1,4,-1,-0.2
CCOC(=O)c1sc(NC(=O)C2CCCC2)c(C(=O)OCC)c1C,-0.1,12,8,0.7
Cc1ccc(N2C(=O)CSC2c2cccnc2)c(Cl)c1 (stereo not given),-0.1,5,6,-0.1
COc1ccccc1-n1c(=S)sc2c(=O)n(-c3ccccc3)c(SCc3cccc([N+](=O)[O-])c3)nc21,-0.1,12,0,-1.1
COC(=O)CSc1nnc(-c2ccncc2)n1Cc1ccccc1,0.0,1,8,-0.6
Cc1n[nH]c(C)c1S(=O)(=O)NCc1ccc2c(c1)OCO2,0.1,6,-4,0.4
COc1ccc(CN2CCN(Cc3nccs3)CC2CCO)cc1C (stereo not given),-0.1,10,8,3.0
O=C(COC(=O)CCN1C(=O)C2CC=CCC2C1=O)Nc1cccc(C(F)(F)F)c1 (stereo not given),0.0,6,3,0.3
NC(=O)c1ccc(NC(=O)COC(=O)c2cccc(C(F)(F)F)c2)cc1,0.1,1,6,0.8
CCCNC(=O)CSc1nc2ccc([N+](=O)[O-])cc2s1,0.1,1,-2,-0.7
CC/C(=C(\c1ccccc1)c1ccc(OCCN(C)C)cc1)c1ccccc1,-0.1&0.0&-0.1&0.9&-0.2,6&1&41&36&28,0&6&-10,-0.6&0.7&-1.3&-0.1&4.4
OCCC1CN(Cc2ccc3cc(F)ccc3n2)CCN1CCc1ccccc1 (stereo not given),0.0,11,3,-0.3
CCOc1ccc(/C=C2/C(=O)NN(c3ccccc3)C2=O)cc1,-0.1,-1,-5,0.5

# Rewritten with two lines to a compound: 13 of the compounds above
# Under each structure: FBW7 activator | MITF inh | TEAD-YAP inh | GPR151 ag
> COC(=O)c1ccc(C2Oc3ccc(Cl)cc3C3CC(c4ccco4)=NN32)cc1 (stereo not given)
 : -0.1 | 4 | -1 | -0.2
> CCOC(=O)c1sc(NC(=O)C2CCCC2)c(C(=O)OCC)c1C
 : -0.1 | 12 | 8 | 0.7
> Cc1ccc(N2C(=O)CSC2c2cccnc2)c(Cl)c1 (stereo not given)
 : -0.1 | 5 | 6 | -0.1
> COc1ccccc1-n1c(=S)sc2c(=O)n(-c3ccccc3)c(SCc3cccc([N+](=O)[O-])c3)nc21
 : -0.1 | 12 | 0 | -1.1
> COC(=O)CSc1nnc(-c2ccncc2)n1Cc1ccccc1
 : 0.0 | 1 | 8 | -0.6
> Cc1n[nH]c(C)c1S(=O)(=O)NCc1ccc2c(c1)OCO2
 : 0.1 | 6 | -4 | 0.4
> COc1ccc(CN2CCN(Cc3nccs3)CC2CCO)cc1C (stereo not given)
 : -0.1 | 10 | 8 | 3.0
> O=C(COC(=O)CCN1C(=O)C2CC=CCC2C1=O)Nc1cccc(C(F)(F)F)c1 (stereo not given)
 : 0.0 | 6 | 3 | 0.3
> NC(=O)c1ccc(NC(=O)COC(=O)c2cccc(C(F)(F)F)c2)cc1
 : 0.1 | 1 | 6 | 0.8
> CCCNC(=O)CSc1nc2ccc([N+](=O)[O-])cc2s1
 : 0.1 | 1 | -2 | -0.7
> CC/C(=C(\c1ccccc1)c1ccc(OCCN(C)C)cc1)c1ccccc1
 : -0.1&0.0&-0.1&0.9&-0.2 | 6&1&41&36&28 | 0&6&-10 | -0.6&0.7&-1.3&-0.1&4.4
> OCCC1CN(Cc2ccc3cc(F)ccc3n2)CCN1CCc1ccccc1 (stereo not given)
 : 0.0 | 11 | 3 | -0.3
> CCOc1ccc(/C=C2/C(=O)NN(c3ccccc3)C2=O)cc1
 : -0.1 | -1 | -5 | 0.5

# Continued.
SMILES,FBW7 activator,MITF inh,TEAD-YAP inh,GPR151 ag
Cc1cc(N2CCN(C)CC2)nc2ccc(NC(=S)NC(C)C)cc12,0.0,-6,-14,0.2
O=C(/C=C/c1ccc(Cl)cc1Cl)NCc1ccco1,0.1,27,-37,-0.8
CCc1ccc(C(=O)Nn2c(-c3ccccn3)nc3ccccc3c2=O)cc1,-0.1,-10,-5,1.1
CCc1cccc(CC)c1NS(C)(=O)=O,0.2,0,-2,1.4
COc1cc2nc(-c3ccc([N+](=O)[O-])c(C)c3)oc(=O)c2cc1OC,0.1,17,12,0.4
CC(C)(C)c1nc2scc(-c3ccc(Br)cc3)c2c(=O)o1,0.2,9,34*,0.3
NCCc1c(C(=O)O)[nH]c2ccc(Cl)cc12,0.0,-7,-4,-0.3
CCOc1ccc(C(=O)Nc2c3c(nn2-c2ccccc2C)CS(=O)(=O)C3)cc1,-0.1,17,2,0.2
COC(=O)Cc1[nH]nc2c1C1(C(=O)Nc3ccc(F)cc31)C(C#N)=C(N)O2 (stereo not given),0.3,11,-3,-0.1
O=c1nc(-c2ccccc2)c2cc([N+](=O)[O-])ccc2[nH]1,0.2,7,4,-0.2
CC1CCN(C(=O)CC2C(=O)NCCN2Cc2ccc(F)cc2)CC1 (stereo not given),0.3,-8,2,-0.4
COc1ccc(NC(=S)Nc2cc(C)[nH]n2)cc1Cl,-0.1,12,-59,-1.0
COc1ccccc1NC(=O)Cn1nnc(-c2ccccc2NC(=O)c2ccccc2)n1,-0.1,-1,6,0.8
O=[N+]([O-])c1ccc2[nH]cc(S(=O)(=O)N3CCN(c4cccc(Cl)c4)CC3)c2c1,0.4,6,-4,1.3
COc1ccc(NC(=O)N(C2CCCC2)C2CCN(C(C)=O)CC2)c(OC)c1,0.1,2,1,0.0
O=c1nc(SCc2ccncc2)c2c(n1CCO)CCC2,-0.1,11,-5,-0.4
COc1ccc(NC(=O)c2cc(S(=O)(=O)NCCc3ccc(Cl)cc3)ccc2F)cc1,0.1,-3,-1,2.7
CCOC(=O)c1c(C)oc2ccc(OC(=O)c3cccc(OC)c3)cc12,-0.2,0,-7,1.2
CCOc1cc(-c2nnc(SCC(=O)NCCCOC)nc2-c2ccc(OC)c(OCC)c2)ccc1OC,-0.1,5,8,0.1
CC(=O)c1cccc(NC(=O)N2CCCC2C(=O)NCc2ccc(F)cc2)c1 (stereo not given),0.2,-2,7,-0.4
CCCOCCOC(=O)C1=C(C)NC2=C(C(=O)CC(C)(C)C2)C1c1ccncc1 (stereo not given),0.5,8,10,-0.8
CC(C)(C)c1ccc(C2=N/C(=C\c3ccco3)C(=O)O2)cc1,0.0,3,-4,0.4
COc1ccc(-c2nnc(SC(C)C(N)=O)o2)cc1 (stereo not given),0.2,4,17,1.3
COc1ccc(/C=C2/C(=O)NN(c3ccc(Br)cc3)C2=O)cc1[N+](=O)[O-],0.1,-5,2,0.2
CC(C)N1CCC(=NNc2ccc([N+](=O)[O-])cc2S(=O)(=O)N2CCOCC2)CC1,-0.2,15,-3,-0.2
O=C(NCCc1ccccc1)C1C2C=CC(C2)C1c1nc2ccccc2c(=O)[nH]1 (stereo not given),0.7,23,-3,-1.1
Cc1ccc(S(=O)(=O)NCCCNS(=O)(=O)c2ccc(Cl)cc2)cc1,0.3,-5,5,0.1
CC1(C)CC2CC(C)(CN2C(=O)/C(=C\c2ccccc2)NC(=O)c2ccccc2)C1 (stereo not given),1.0,9,-2,0.2
CC12CC(=O)C(C)(C1)C1C(=O)N(c3ccccc3Cl)C(=O)C12 (stereo not given),-0.1,6,6,0.6
COC(=O)c1cc(C(=O)OCC(=O)Nc2ccccc2)cc([N+](=O)[O-])c1,0.1,16,-9,1.6
Cc1cccc(C(=O)Nc2ccc(S(=O)(=O)N3CCCCC3C)cc2)c1 (stereo not given),-0.1,-7,7,2.2
O=C(O)c1ccccc1NCc1ccncc1,0.0,2,-14,-0.9
CCOc1ccc(-c2nnc(NC(=O)C(C)(C)C)s2)cc1,0.9,11,-13,0.4
CC1CCCC(C)N1C(=O)CSc1nc2ccc([N+](=O)[O-])cc2s1 (stereo not given),0.0,5,-3,-0.5
O=C(Nc1ccc(C(O)(C(F)(F)F)C(F)(F)F)cc1)c1ccccc1,0.0,10,-96,-0.5
Cc1ccc(-c2nc3n(n2)C(c2ccccc2F)C2=C(CCCC2=O)N3)cc1 (stereo not given),0.0,15,9,0.7
Cc1ccc(NC(=O)/C(=C/c2cccc(Br)c2)NC(=O)c2ccco2)cc1,0.0,13,1,3.9
COc1ccc(CCN(C)C2CCCN(C(=O)c3csc(C(C)=O)c3)C2)cc1OC (stereo not given),0.0,4,3,0.4
Cc1cccc(C2=N/C(=C/c3ccc([N+](=O)[O-])cc3)C(=O)N2c2cc(Cl)ccc2C)c1,0.0,-1,5,-0.4
N#Cc1c(C(F)(F)F)cc(C2CC2)[nH]c1=O,1.0,23,7,0.1
Clc1ccc2c(c1)OCC(c1nc3ccc(-c4ccncc4)cc3[nH]1)O2 (stereo not given),0.0,13,-14,0.1
O=C(OCN1C(=O)c2ccccc2C1=O)c1cccs1,0.4,-5,7,-0.8
Cc1cc(Cl)ccc1OCC(=O)NNC(=O)COc1ccc(Cl)cc1C,-0.2,2,-5,1.5
COc1ccc(C(=O)/C=C/Nc2ccc([N+](=O)[O-])cc2C)cc1OC,0.0,-8,-4,1.5
O=C(Oc1ccc(Br)cc1)c1cc2ccccc2o1,-0.1,-12,0,1.9
Cc1cccc(-c2nc(C)cc(NCCc3ccccn3)n2)c1,-0.1,0,-50,5.8*
CCOC(=O)c1cccc(NC(=O)CCc2nc(-c3ccc(OC)cc3)no2)c1,0.0,-25,12,-0.2
c1ccc(CCc2nc(-c3ccccn3)n[nH]2)cc1,-0.1,-6,-16,-0.6
COc1ccc(CNC(=O)CCn2c(=S)[nH]c3ccccc3c2=O)cc1,-0.1,2,4,-1.5
Cc1ccc(N2C(N)=C(C#N)C(c3ccc(Br)cc3)C3=C2CC(C)(C)CC3=O)cc1 (stereo not given),-0.1,10,5,0.2
COc1ccc(-c2cc(=NCCC(=O)O)c3cc(C)ccc3o2)cc1,-0.1,-5,-73,-1.5
COC(=O)CNC(=O)COC(=O)c1ccc(Br)o1,-0.1,-3,-2,-1.3
CN(C)N1C(=O)C2C3C=CC(O3)C2C1=O (stereo not given),0.5,5,-5,-0.2
Cc1ccc(OCC(=O)N/N=C/c2ccc(I)o2)c(C)c1,-0.1,-7,3,3.3
COc1ccc(Br)c(C(=O)Nc2nc3ccccc3[nH]2)c1,0.1,-2,-43,-0.4
O=C(COc1ccc(/C=C2\NC(=O)N(Cc3ccc(Cl)cc3)C2=O)cc1)Nc1ccc(F)cc1,-0.1,17,4,-1.0
O=C(NCCN1CCN(c2ccccc2Cl)CC1)Nc1ccccc1,-0.1,2,0,1.1

# Just MITF inh and GPR151 ag, for some of the entries so far:
compound | MITF inh | GPR151 ag
CCOC(=O)c1cccc(NC(=O)CCc2nc(-c3ccc(OC)cc3)no2)c1 | -25 | -0.2
c1ccc(CCc2nc(-c3ccccn3)n[nH]2)cc1 | -6 | -0.6
